DUSP3 inh: inhibitors of human VHR1 phosphatase (DUSP3); P51452; recombinant VHR phosphatase, pNPP absorbance; inhibition, % at 13.3 µM; 0.52% of 290,000 active; AID 1654; in the data active means inhibition above about 50%; further: some compounds called inactive have numbers as strong as hits
Target sequence (P51452 whole entry, looked up): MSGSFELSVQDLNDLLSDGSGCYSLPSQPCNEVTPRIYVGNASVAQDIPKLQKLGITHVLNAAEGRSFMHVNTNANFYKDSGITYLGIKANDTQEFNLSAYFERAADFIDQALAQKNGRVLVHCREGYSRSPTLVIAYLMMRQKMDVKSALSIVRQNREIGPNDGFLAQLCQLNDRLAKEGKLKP
SARS 3CLpro inh: SARS-CoV 3CLpro protease inhibition; recombinant SARS-CoV 3CLpro, quenched FRET peptide cleavage; inhibition, % at 6 µM; 0.14% of 290,000 active; P0C6X7; in the data active means inhibition above about 12%
Rv3671c protease: Rv3671c (M. tuberculosis) protease inhibition. 0.048% of 320,000 active. inhibition, % at 5.96 µM. AID 2606; in the data active means inhibition above about 38%;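 further: extracellular domain of Rv3671c used as enzyme; 0% = enzyme with DMSO and 100% = no enzyme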
Target sequence (P9WHR9 whole entry, looked up, the tested form may be a part): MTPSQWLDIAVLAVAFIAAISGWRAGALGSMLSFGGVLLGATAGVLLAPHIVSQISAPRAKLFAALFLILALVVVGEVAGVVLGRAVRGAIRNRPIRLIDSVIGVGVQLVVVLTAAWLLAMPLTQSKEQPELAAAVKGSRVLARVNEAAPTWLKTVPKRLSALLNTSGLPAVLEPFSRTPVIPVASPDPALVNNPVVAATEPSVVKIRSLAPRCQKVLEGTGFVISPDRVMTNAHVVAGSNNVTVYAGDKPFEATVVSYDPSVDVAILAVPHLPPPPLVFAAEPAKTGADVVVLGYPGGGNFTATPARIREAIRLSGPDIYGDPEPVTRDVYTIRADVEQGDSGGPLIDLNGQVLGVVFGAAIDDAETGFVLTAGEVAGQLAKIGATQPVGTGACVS
Starred values were filed as active, the others as inactive; / = no result given. These rows are one share of the data, so the mix of outcomes need not match the whole.

SMILES	DUSP3 inh	SARS 3CLpro inh	Rv3671c protease
COc1cc(C2c3c(oc4c(C)cc(C)cc4c3=O)C(=O)N2Cc2cccnc2)cc(OC)c1OC (stereo not given)	/	0.3	/
COc1ccc2c(C)nc(Nc3nc(C)cc(=O)[nH]3)nc2c1	/	-4.2	/
COc1ccc2c3c(cccc13)NN=C2C	/	5.8	/
Cc1ccnc(N2CCN(c3c4c(c(C#N)c5nc6ccccc6n35)CCC4)CC2)c1	/	1.7	/
CCCn1c(=NC(C)=O)c(C#N)cc2c(=O)n3cccc(C)c3nc21	/	1.3	/
CCCn1c(C)nc2c(c1=O)c1nc3ccccc3nc1n2CCc1ccccc1	/	-2.0	/
CN(Cc1ccccc1)S(=O)(=O)c1ccc(S(=O)(=O)N2CCN(CCC#N)CC2)cc1	/	2.2	/
Cc1cc(C)c2c(n1)nn1c(N3CCN(c4cccc(Cl)c4)CC3)cc(C)nc21	/	-1.0	/
Cc1nc(N2CCN(c3ncccn3)CC2)c2oc3ccccc3c2n1	/	-3.4	/
COCCn1c(SCc2nnc(-c3ccc(OC)c(OC)c3)o2)nc2sc3c(c2c1=O)CCC3	/	0.3	/
O=C(CSc1ncnc2c1nnn2-c1ccc(F)cc1)N1CCN(c2ccccc2)CC1	/	-2.4	/
O=[N+]([O-])c1ccc(-c2nnc(CSc3nc(-c4ccccc4)nc4ccc(F)cc34)o2)cc1	/	0.6	/
CCOc1cc(-n2cnnn2)c(OCC)cc1NC(=O)c1cc2ccc(N(CC)CC)cc2oc1=O	/	4.1	/
O=C1c2ccccc2-c2nc3ncnn3c(-c3ccccc3)c21	/	-4.4	/
CCCCCCCc1nc2c(=O)[nH]c3ccccc3c2o1	/	-2.4	/

Some of the entries above, reformatted.
Order of results – DUSP3 inh, SARS 3CLpro inh, Rv3671c protease
> COCCn1c(SCc2nnc(-c3ccc(OC)c(OC)c3)o2)nc2sc3c(c2c1=O)CCC3
→ /, 0.3, /
> O=C(CSc1ncnc2c1nnn2-c1ccc(F)cc1)N1CCN(c2ccccc2)CC1
→ /, -2.4, /

Continued.
SMILES	DUSP3 inh	SARS 3CLpro inh	Rv3671c protease
Cc1c2c(n3c(nc4ccccc43)c1C#N)N(Cc1cccnc1)CC2	/	-0.6	/
COc1ccc(/C=C2\CCc3ccccc3C2=O)cc1Cn1nc(C)c(Br)c1C	/	-9.7	/
N#Cc1cc2c(=O)n3ccccc3nc2n(Cc2cccnc2)c1=N	/	-1.0	/
Cc1[nH]n(-c2ccc([N+](=O)[O-])cc2)c(=O)c1N=Nc1nc2ccccc2s1	/	-1.4	/
c1cc2c3c(cccc3c1)C(N1CCN(C3=Nc4cccc5cccc3c45)CC1)=N2	/	-0.1	/
c1ccc(CC2CCN(c3nc(N4CCOCC4)nc(N4CCOCC4)n3)CC2)cc1	/	-1.7	/
O=c1c2c3c(sc2n2c(=S)[nH]nc2n1Cc1ccccc1)CN(Cc1ccccc1)CC3	/	1.4	/
O=C1NC2CCCCC2NC1CC(=O)N1CCN(c2ccccc2)CC1 (stereo not given)	/	-2.1	/
CC1CCN(C(=O)c2ccc(C(=O)N3CCC(C)CC3)cc2)CC1	/	3.4	/
CC(C)Oc1ccc(C2C(C(=O)c3ccco3)=C(O)C(=O)N2CCCN(C)C)cc1 (stereo not given)	/	-7.9	/
COc1ccc(-c2c3c(=O)n(C)c(=O)n(C)c3c3nnc4ccccc4n23)cc1	/	-4.5	/
CCOC(=O)N1CCN(C(=O)C2CCC(C(=O)N3CCN(C(=O)OCC)CC3)CC2)CC1 (stereo not given)	/	-3.7	/
CN(C)[C@@H]1C(=O)C(C(N)=O)=C(O)[C@@]2(O)C(=O)C3=C(O)c4c(O)cccc4[C@@](C)(O)[C@H]3C[C@@H]12	/	/	15.7
Cc1cc(Nc2ccc(O)cc2)ccc1N	/	/	33.4
Brc1ccc(-c2ccc(C3Nc4cccc5cccc(c45)N3)o2)cc1	/	/	1.8
COC(=O)CCCC1=CC2=CC(=O)C(C)(OC(=O)c3ccco3)C(=O)C2=CO1 (stereo not given)	/	/	3.4
CC(C)=CCc1cc2c(=O)c3c(O)c4c(cc3oc2c(O)c1O)OC(C)C4(C)C (stereo not given)	/	/	-101.3
COC/C=C/C1=CC2=CC(=O)C(C)(OC(=O)c3cnc4ccccc4n3)C(=O)C2=CN1CCc1ccccn1 (stereo not given)	/	/	2.2
COC/C=C/C1=CC2=CC(=O)C(C)(OC(=O)c3cccs3)C(=O)C2=CO1 (stereo not given)	/	/	-6.6
C=C1/C=C(\C)[C@](C)(O)C[C@H](O)CC(=O)[C@H](O)[C@@H](O)[C@H](C)C[C@H](C)OC(=O)/C(C)=C/CC/C=C/[C@@H]2O[C@H]2C[C@H](C)C1	/	/	0.9
Cc1nc(NC(=O)c2ccccc2)sc1C1(C)CC(c2ccc(OC(F)(F)F)cc2)=NO1 (stereo not given)	/	/	-45.9
C[C@@H](O)[C@H]1C(=O)N2C(C(=O)O)=C(S[C@@H]3CN[C@H](C(=O)N(C)C)C3)[C@H](C)[C@H]12	/	/	0.2
Cc1c(N=c2c(=O)c3ccccc3c2=O)c(=O)n(-c2ccccc2)n1C	/	/	-50.3
CC1(OC(=O)c2ccc(Cl)nc2)C(=O)C=C2C=C(C3CC3)OC=C2C1=O (stereo not given)	/	/	12.6
Cc1ccc2c(c1)-n1c(nc3ccc(C)cc3c1=O)C(Cc1ccccc1)NC2=O (stereo not given)	/	/	-9.5
OC1OC[C@@H](O)[C@H](O)[C@H]1O (stereo not given in full)	/	/	3.7
CC1(OC(=O)c2ccc(Cl)nc2)C(=O)C=C2C=C(c3ccsc3)OC=C2C1=O (stereo not given)	/	/	-17.7
COc1ccc2nc3n(c(=O)c2c1)-c1cc(C)ccc1C(=O)NC3Cc1ccc(O)cc1 (stereo not given)	/	/	-3.4
CCOC(=O)[C@H]1[C@H]2COc3cc(OC)ccc3[C@@H]2N2C(=O)[C@@H](CO)NC(=O)[C@@]12C	/	/	6.3
CN(C)CCc1c[nH]c2ccc(C[C@H]3COC(=O)N3)cc12	/	/	4.6
C[C@@H]1O[C@@H](OC2C(O)C(OCCc3ccc(O)c(O)c3)OC(CO)C2OC(=O)/C=C/c2ccc(O)c(O)c2)[C@H](O)[C@H](O)[C@H]1O (stereo not given in full)	/	/	6.2
N[C@@H]1CCCC[C@H]1N.O=C(O)C(=O)O.[Pt]	/	/	-0.9
O=C1C(Cc2ccccc2)Nc2ncnc(N3CCc4ccccc4C3)c2N1Cc1ccc(Br)cc1 (stereo not given)	/	/	-14.1
CC(COc1ccccc1Cc1ccccc1)N1CCCCC1 (stereo not given)	/	/	5.5
CC[C@H](C)[C@@H](C(=O)NCCCCCCCCCCC(=O)N1CCN(C(=O)OC(C)(C)C)CC1)n1cc(CCCCN=C(NC(=O)OC(C)(C)C)NC(=O)OC(C)(C)C)nn1	/	/	-10.2
O=C1N[C@@H](Cc2cn(S(=O)(=O)c3ccc(F)cc3)c3ccccc23)C(=O)N[C@H]1Cc1ccccc1	/	/	-1.3
O=S(=O)(O)Oc1c[nH]c2ccccc12	/	/	-33.3
C#CCOCCOCCOCCNc1nc(N2CCN(C(=O)CCCCCCCCCCNC(=O)[C@H]([C@@H](C)CC)n3cc(CCCCN=C(N)N)nn3)CC2)nc(N2CCN(C(=O)CCCCCCCCCCNC(=O)[C@H]([C@@H](C)CC)n3cc(CCCCN=C(N)N)nn3)CC2)n1	/	/	-53.8
COC(C/C=C\C(=O)[C@@H](C)OCc1ccccc1)OC	/	/	-3.3
CC1(OC(=O)c2ccco2)C(=O)C=C2C=C(c3ccc(C#N)cc3)OC=C2C1=O (stereo not given)	/	/	-7.7
Cc1nc(C(=O)NC2CCCCC2)sc1C1(C)CC(c2cccnc2)=NO1 (stereo not given)	/	/	-10.7
O=C(NN1C(=O)/C(=C/c2cc([N+](=O)[O-])ccc2O)SC1=S)c1ccccc1O	/	/	51.7*
COc1ccc(CN2C(=O)C(Cc3ccccc3)Nc3ncnc(N4CCc5ccccc5C4)c32)cc1 (stereo not given)	/	/	-7.5
C/C(=C\c1ccccc1)C1Nc2cccc3cccc(c23)N1	/	/	-7.5
Cc1cc(C)c(C2=CC(c3ccccc3)n3ncnc3N2)cc1C (stereo not given)	/	/	-0.5
CSc1nc(C)cc(-c2cc(C(=O)Nc3ccccc3)on2)n1	/	/	-7.7
CC(C)(C)C(O)/C=C/c1ccc2c(c1)OCO2 (stereo not given)	/	/	-7.3
O=C(O[C@H]1[C@H](Oc2ccccc2COC(=O)C2(O)C=CCCC2=O)O[C@H](CO)[C@@H](O)[C@@H]1O)c1ccccc1 (stereo not given in full)	/	/	-11.1
O=C(COC(=O)c1cccc([N+](=O)[O-])c1)c1ccc2c(c1)OCO2	/	/	3.7
CC(C)c1cc(-c2cc(C(=O)Nc3ccccc3)on2)nc(NCC2CC2)n1	/	/	-18.9
Nc1nc(N)c2nc(CNc3ccc(C(=O)NC(CCC(=O)O)C(=O)O)cc3)cnc2n1 (stereo not given)	/	/	2.8
CC1(c2ccccc2)ON(c2ccccc2C(F)(F)F)C1=O (stereo not given)	/	/	-6.3
COC(=O)CCCC1=CC2=CC(=O)C(C)(OC(=O)c3cnc4ccccc4n3)C(=O)C2=CO1 (stereo not given)	/	/	22.8
c1ccc2c(c1)-c1cccc3c1c-2cc1ccccc13	/	/	-1.1
COc1ccccc1NC(=O)NCc1ccc2c(c1)OCO2	2.6	-1.6	/
C#CCOC(=O)CCC(=O)Nc1cc(OC)nc(OC)n1	-8.4	-3.5	/
CCOCCn1c(CN2CCC(C)CC2)nc2c1c(=O)n(C)c(=O)n2C	-7.3	-1.7	/
Cc1ccc2[nH]c(=O)c(CN(Cc3ccco3)C(=O)c3cccs3)cc2c1	16.1	-3.5	/
CC1CCCN(c2nc3ccccc3nc2C(C#N)C(=O)OC2CCCCC2)C1 (stereo not given)	25.4	-2.2	/
Cc1ccccc1NC(=O)c1cnc(Nc2nc3ccccc3s2)nc1C	18.6	0.4	/

(further entries)
SMILES	DUSP3 inh	SARS 3CLpro inh	Rv3671c protease
Cc1ccc(S(=O)(=O)Nc2cccc(C(=O)Nc3cc(C)ccn3)c2)cc1	-23.4	-1.8	/
CCCCn1c(SCC(N)=O)nnc1-c1cc(OC)c(OC)c(OC)c1	4.0	-0.3	/
O=C(c1ccc2c(c1)OCO2)n1nnc2ccccc21	22.6	6.5	/
Cc1ccc2c(Cl)cc(Cl)c(OCC(=O)Nc3cc(C)on3)c2n1	26.1	1.9	/
CCC(=Nc1ccccc1)C1=C(O)CC(C)(C)CC1=O	8.2	1.0	/
CCCc1nnc2n1N=C(c1ccc(-c3cc(Cl)ccc3Cl)o1)CS2	-31.6	-0.9	/
CN1C(=O)C(Cc2c[nH]c3ccccc23)C(=O)N(C)C1=O	-15.7	-3.3	/
COc1cccc(C2NC(=O)NC(C)=C2C(=O)Nc2ccccc2C)c1 (stereo not given)	19.4	5.7	/
O=S(=O)(Nc1ccc2nc(-c3ccc(Br)o3)[nH]c2c1)c1ccccc1	29.7	-6.1	/
C=CCC(=O)OCC(=O)Nc1ccc(Oc2ccccc2)cc1	18.7	0.6	/
CCOC(=O)N1CCN(CC(=O)c2c[nH]c3ccc(F)cc23)CC1	3.6	-2.9	/
COCCNC(=O)C(c1ccc(C)cc1)N(C(=O)CCC(=O)Nc1ccccn1)C1CCCC1 (stereo not given)	17.5	-5.3	/
CC(C)CCn1c(N2CCN(Cc3ccccc3)CC2)nc2c1c(=O)[nH]c(=O)n2C	18.0	3.8	/
Cc1ccc(C)n1CCN1CCN(CC(=O)Nc2cc(C(F)(F)F)ccc2Cl)CC1	-7.7	1.8	/
O=P(O)(CN1CCCCCC1)CN1CCCCCC1	-1.4	-4.5	/

Brought forward from above: three entries; new compounds follow.
SMILES	DUSP3 inh	SARS 3CLpro inh	Rv3671c protease
CC(C)CCn1c(N2CCN(Cc3ccccc3)CC2)nc2c1c(=O)[nH]c(=O)n2C	18.0	3.8	/
Cc1ccc(C)n1CCN1CCN(CC(=O)Nc2cc(C(F)(F)F)ccc2Cl)CC1	-7.7	1.8	/
O=P(O)(CN1CCCCCC1)CN1CCCCCC1	-1.4	-4.5	/
O=C1c2ccccc2C(=O)N1C/C=C/CN1C(=O)c2ccccc2C1=O	-5.1	-0.9	/
COc1ccc(OC)c(C(=O)CSc2nnc(-c3ccc(OC)c(OC)c3)o2)c1	-0.2	-5.3	/
O=C(CSc1nnc(-c2cccs2)n1-c1ccccc1)N1CCN(C(=O)c2ccco2)CC1	17.9	-2.9	/
COc1cccc(N2CCN(C(=O)CCn3c(=S)[nH]c4cc5c(cc4c3=O)OCO5)CC2)c1	31.1	3.2	/
CN(C)[C@@H]1C(=O)C(C(=O)NCN2CCCC2)=C(O)[C@@]2(O)C(=O)C3=C(O)c4c(O)cccc4[C@@](C)(O)C3CC12 (stereo not given in full)	66.4*	4.2	/
C#CCOCCOCCOCCNc1nc(N2CCN(C(=O)[C@H](C)n3cc(CCCN=C(N)N)nn3)CC2)nc(N2CCN(C(=O)[C@H](CCCCN)n3cc(CCCC)nn3)CC2)n1	3.9	-0.8	/
CC1=C(C(=O)OCC(Br)(Br)Br)C(c2ccc(Br)cc2)NC(=O)N1CCCC(=O)O (stereo not given)	0.9	8.7	/
CC(C(=O)NCc1ccccc1)N(CCN1CCOCC1)C(=O)c1snc(C(N)=O)c1N (stereo not given)	8.4	1.1	/
COC(=O)c1[nH]c2ccc(C)cc2c1NC(=O)CCN1CCN(C2CCCCC2)CC1	-0.8	-5.5	/
Cc1nn(-c2ccc3nnc(Br)n3n2)c(C)c1Br	13.9	-5.7	/
COCCN1C(=O)N[C@@H](c2ccc(Br)cc2)C(C(C)=O)=C1C	-10.7	-3.7	/

One compound at a time, as listed above. Order of screens: DUSP3 inh, SARS 3CLpro inh, Rv3671c protease
Results for COC(=O)c1[nH]c2ccc(C)cc2c1NC(=O)CCN1CCN(C2CCCCC2)CC1 : -0.8, -5.5, /
Results for CN(C)[C@@H]1C(=O)C(C(=O)NCN2CCCC2)=C(O)[C@@]2(O)C(=O)C3=C(O)c4c(O)cccc4[C@@](C)(O)C3CC12 (stereo not given in full) : 66.4*, 4.2, /
Results for O=C1c2ccccc2C(=O)N1C/C=C/CN1C(=O)c2ccccc2C1=O : -5.1, -0.9, /

Assay outcomes from PubChem.
